# CHO parental Ca: counter-screen: ATP calcium response change in parental CHO cells; parental CHO-K1, ATP-induced calcium, Fluo-8 fluorescence; inhibition, % at 5.6 µM; 0.63% of 330,000 active; AID 463079;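 active means inhibition above that plate's mean sample inhibition plus 3 SD, cut at about 26% in these data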;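 further: 0% = ATP-challenged DMSO wells and 100% = DMSO wells without ATP; some compounds past the cut are filed as inactive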
#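 Assay system: parental CHO cells; Read-out basis: percent inhibition of ATP-evoked calcium rise, normalized to controls; Benchmarks: ATP and no-ATP DMSO wells; Compound dosing: single nominal dose of 5.6 µM per compound; Signal: Fluo-8 calcium dye fluorescence; Also added: ATP as calcium-mobilizing challenge; Repeats: singlicate.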
# TAAR1 antag: antagonists of human TAAR1; Q96RJ0; CHO RD-HGA16 TAAR1, Fluo-8 calcium fluorescence, antagonist; inhibition, % at 3 µM; 1.5% of 360,000 active; AID 624466;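 active means inhibition above a per-plate cutoff, the mean inhibition of test compounds on that plate plus 3 SD, cut at about 49% in these data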;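 further: 0% = DMSO plus EC80 beta-PEA response and 100% = DMSO alone without agonist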
#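 Test system: CHO RD-HGA16 cells bearing hTAAR1 | Reagent: β-PEA, EC80 | Compound dosing: 3 µM, single point | Schedule: Dye loading 75 min at 37 °C, then 30 min room temperature | Signal: Calcium fluorescence with Fluo-8 | Evaluation: Percent inhibition of PEA-evoked calcium signal, max/basal emission ratio | Control set: DMSO-only wells and EC80 β-PEA-stimulated wells | Repeats: Singlicate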
# OXTR potentiator: human OXTR potentiation; 0.061% of 320,000 active; activation, % at 3 µM; P30559; CHO-OTR cells, Fluo-8 calcium fluorescence, potentiator mode; 0% = oxytocin EC15, 100% = EC100; AID 2445;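 active means activation above that plate's cutoff, the mean activation of tested compounds plus 3 SD, cut at about 6.6% in these data, passing the limit was not always enough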;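 further: 100% uses oxytocin at 75 nM as the full agonist control; some results filed as inactive read as strong as hits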
#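 Replication – single well per compound, singlicate · Assay system – CHO cell line stably expressing human OTR · Timing – 6 min pre-incubation, 100 s read · Measure – normalized max/min fluorescence ratio, % activation · Doses – 3.0 µM, one dose · Detection – Fluo-8 calcium dye fluorescence · Probe or stimulus – oxytocin near EC15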
# M1 ag parental: M1 agonist counterscreen hit in parental CHO-K1 cells. Fluo-8 calcium fluorescence; scaled to maximal ATP response, vehicle zero. activation, % at 3 µM. 0.48% of 360,000 active. AID 602248; in the data active means activation above about 15%;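 further: untransfected CHO-K1 host cells lacking M1 receptor as counterscreen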
# CHO-K1 Ca antag: counter-screen for M1 antagonists: effect in parental CHO-K1 cells. 0.6% of 360,000 active. inhibition, % at 3 µM. ATP-induced calcium, Fluo-8 fluorescence;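 active means inhibition above a per-plate cutoff, the plate's mean sample inhibition plus 3 SD, cut at about 24% in these data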;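 further: 0% = DMSO plus EC80 ATP and 100% = DMSO alone without ATP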
# TAAR1 ag: human TAAR1 agonism; Q96RJ0; CHO RD-HGA16 TAAR1, Fluo-8 calcium fluorescence; vehicle wells 0%, saturating PEA agonist 100%; activation, % at 3 µM; 0.99% of 360,000 active; AID 624467;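 active means activation above the mean activation of all test compounds in the run plus 3 SD, cut at about 38% in these data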
#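 System: CHO-derived RD-HGA16 cells with stable Gα16 and human TAAR1. Times: 17-24 h plating, Fluo-8 75 min 37 °C, 30 min RT. Measured by: calcium-sensitive Fluo-8 signal, excitation 470-495, emission 515-575 nm. Read-out basis: % activation relative to PEA EC100 response. Control set: DMSO and PEA EC100. Repeats: no replicates (n 1).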
# V1aR counter: V1a receptor agonism, counter-screen for OXTR agonists | CHO-V1R cells, Fluo-8 calcium fluorescence, agonist mode; 0% DMSO, 100% 3 nM vasopressin | P37288 | activation, % at 3 µM | AID 2797 | 0.25% of 320,000 active;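 active means activation above the mean activation of all tested compounds plus 3 SD, per screening run, cut at about 20% in these data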;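 further: signal is peak over basal fluorescence ratio across a 100 second FLIPR read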
# Target sequence (P37288 whole entry, looked up): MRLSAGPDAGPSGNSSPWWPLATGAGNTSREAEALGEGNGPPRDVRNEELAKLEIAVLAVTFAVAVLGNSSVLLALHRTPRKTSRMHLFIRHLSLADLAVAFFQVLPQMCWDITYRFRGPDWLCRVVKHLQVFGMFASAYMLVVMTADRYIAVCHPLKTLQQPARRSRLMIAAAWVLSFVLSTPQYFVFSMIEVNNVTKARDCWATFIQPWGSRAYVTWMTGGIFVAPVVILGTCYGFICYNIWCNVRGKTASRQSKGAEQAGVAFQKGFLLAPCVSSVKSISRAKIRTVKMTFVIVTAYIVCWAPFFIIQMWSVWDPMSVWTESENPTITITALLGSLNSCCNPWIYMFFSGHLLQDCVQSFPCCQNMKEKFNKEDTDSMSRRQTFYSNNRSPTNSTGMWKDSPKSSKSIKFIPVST
# CHO-K1 Ca PAM: M1 PAM counterscreen hit in parental CHO-K1 cells; ATP EC20, Fluo-8 calcium fluorescence; 0% at ATP EC20, 100% at ATP max; activation, % at 3 µM; 0.02% of 360,000 active; AID 602247;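 active means activation above the run cutoff, the mean activation of all test compounds plus 3 SD, cut at about 40% in these data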;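 further: peak over basal fluorescence ratio in a 140 s read after ATP addition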
# M1 ag: agonists of human M1 muscarinic receptor. P11229. 0.33% of 360,000 active. activation, % at 3 µM. CHO-K1 hM1, Fluo-8 calcium fluorescence, agonist mode; 0% DMSO, 100% acetylcholine EC100;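 active means activation above the run's mean compound activation plus 3 SD, cut at about 16% in these data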;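 further: peak over basal fluorescence ratio within a 140 s kinetic read after compound addition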
# Target sequence (P11229 whole entry, looked up): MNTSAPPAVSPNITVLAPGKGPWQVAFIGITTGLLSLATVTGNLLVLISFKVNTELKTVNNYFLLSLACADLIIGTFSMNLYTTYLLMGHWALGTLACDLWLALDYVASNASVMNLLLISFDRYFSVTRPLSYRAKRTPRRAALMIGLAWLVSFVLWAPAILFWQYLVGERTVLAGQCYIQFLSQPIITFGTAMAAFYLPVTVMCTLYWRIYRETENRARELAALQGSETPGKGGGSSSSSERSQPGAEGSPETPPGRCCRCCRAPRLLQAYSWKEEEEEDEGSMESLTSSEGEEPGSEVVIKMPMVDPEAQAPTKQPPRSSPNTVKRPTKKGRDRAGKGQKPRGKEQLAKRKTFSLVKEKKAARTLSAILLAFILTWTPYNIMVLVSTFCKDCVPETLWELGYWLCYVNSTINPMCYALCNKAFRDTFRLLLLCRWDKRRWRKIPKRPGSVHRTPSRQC
# Numbers without * were called inactive; x = not tested or not shown.
SMILES,CHO parental Ca,TAAR1 antag,OXTR potentiator,M1 ag parental,CHO-K1 Ca antag,TAAR1 ag,V1aR counter,CHO-K1 Ca PAM,M1 ag
CCOC(=O)c1cnn(-c2nc(-c3ccc(C)cc3)cs2)c1C(F)(F)F,-27,-6,-11,0.1,2,12,2.7,3,-4
COc1ccc(/C=N/NC(=O)c2ccc(NC(=O)C3CCCCC3)cc2)cc1O,-9,2,-6,0.5,12,0,1.0,-11,9
COc1cc2c(cc1OC)C(SC)=NC1(CCCC1)C2,-8,-15,5,0.5,-2,17,-0.3,6,-5
O=[N+]([O-])c1cc2c(cc1/C=N/n1cnnc1)OCO2,-6,10,-2,-0.7,-14,8,-0.2,14,-1
O=S(=O)(Nc1ccc(N2CCOCC2)cc1)c1cccs1,0,6,-4,1.2,-2,10,1.1,15,0
O=C(CN1C(=O)COc2ccc(S(=O)(=O)N3CCCC3)cc21)NC1CC1,-9,17,1,0.7,-11,0,0.4,21,-1
O=c1c2ccccc2nc(/C=C/c2cccc(Br)c2)n1CCCO,-19,28,-10,5.1,0,3,2.4,-2,-5
C[C@@H]1CN([C@H](C)CO)C(=O)c2cc(NS(=O)(=O)c3ccc(F)cc3)ccc2O[C@@H]1CN(C)Cc1ccc(Cl)c(Cl)c1,1,15,-8,2.7,-14,19,8.0,34,-1
O=C(c1cccn2c(=O)c3cc(Br)ccc3nc12)N1CCN(c2ccccn2)CC1,-18,-7,0,-0.1,-8,5,-0.4,12,-6
Cn1c(=O)oc2cc(S(=O)(=O)CCC(=O)NCCc3ccccc3)ccc21,-10,16,-2,0.3,-14,70*,0.3,7,-3
CCN1CCN(C(c2ccc(OC)c(OC)c2)c2nnnn2C(C)(C)C)CC1 (stereo unspecified),x,-11,x,-0.3,-1,0,x,0,-3
CCOc1ccc(CCNC(=O)COC(=O)/C=C/c2ccc(OC(F)F)c(OC)c2)cc1OCC,-28,-35,-5,1.6,-4,-2,-0.4,3,-6
CCOc1ccc2[nH]c(=O)c(CN(CCc3ccccc3)C(=O)N3CCCC3)cc2c1,-9,-3,-7,1.1,-13,12,-1.1,22,-5
O=C(c1ccc(Cl)c([N+](=O)[O-])c1)N1CCN(Cc2ccc3c(c2)OCO3)CC1,-24,-10,-7,16*,5,-1,0.0,1,-12
Cc1ccc2oc(=O)c3cnn(CC(=O)N(CCCN4CCOCC4)Cc4ccco4)c3c2c1,-16,-7,-4,0.7,-1,2,1.1,5,1
COc1ccc(CNS(=O)(=O)c2ccc(C3CNC(=O)C3)cc2)cc1 (stereo unspecified),-1,-23,-4,0.4,-1,0,-0.1,11,-6
O=C(CS(=O)(=O)c1ccccc1)N1CCN(c2ccccc2)CC1,5,-3,0,2.1,2,2,0.8,21,-3
C[C@H]1CNC(=O)c2c(C(=O)Nc3ccc(CNC(=O)OC(C)(C)C)cc3)ncn21,x,55*,x,3.1,9,14,x,2,-4
CCCCCCn1cc(CN2CC(N3CCN(Cc4ccccc4F)CC3)CS2(=O)=O)nn1 (stereo unspecified),x,-13,x,1.0,3,0,x,-1,x
CCOc1cccc2sc(N(CCCN(C)C)C(=O)c3ccc(C(=O)c4ccccc4)cc3)nc12,-17,14,-7,1.9,8,20,3.0,-19,-4
C[C@]12C(=O)N(c3ccc(Cl)cc3)C(=O)N1[C@@H]1c3ccccc3OC[C@@H]1[C@H]2c1ccccc1,-35,-15,-1,-0.2,7,7,1.0,-6,-7
O=c1c2ccccc2ccc2ccccc12,-20,-7,-2,-0.3,-14,1,-0.6,-5,-5
Cn1c(Cc2ccccc2)nnc1SCC(=O)c1cccs1,3,11,-4,0.4,-16,11,-0.9,22,-2
O=C(Nc1nc2ccccc2s1)c1cccc(S(=O)(=O)N2CCc3ccccc32)c1,3,-35,-4,6.7,-9,-2,0.4,22,2
CC(C)(CNC(=O)c1ccc(NS(=O)(=O)c2ccc(Br)cc2)cc1)N1CCOCC1,7,-4,0,2.4,-9,1,0.8,22,-7

# Quoted from the listing.
# Cn1c(=O)oc2cc(S(=O)(=O)CCC(=O)NCCc3ccccc3)ccc21 @ OXTR potentiator = -2
# Cn1c(Cc2ccccc2)nnc1SCC(=O)c1cccs1 @ OXTR potentiator = -4

# 5 entries out of the list above, ordered by their value in TAAR1 antag, largest number first:
Structure,TAAR1 antag
C[C@H]1CNC(=O)c2c(C(=O)Nc3ccc(CNC(=O)OC(C)(C)C)cc3)ncn21,55*
CCOc1cccc2sc(N(CCCN(C)C)C(=O)c3ccc(C(=O)c4ccccc4)cc3)nc12,14
O=[N+]([O-])c1cc2c(cc1/C=N/n1cnnc1)OCO2,10
Cc1ccc2oc(=O)c3cnn(CC(=O)N(CCCN4CCOCC4)Cc4ccco4)c3c2c1,-7
O=C(Nc1nc2ccccc2s1)c1cccc(S(=O)(=O)N2CCc3ccccc32)c1,-35

# The list goes on.
SMILES,CHO parental Ca,TAAR1 antag,OXTR potentiator,M1 ag parental,CHO-K1 Ca antag,TAAR1 ag,V1aR counter,CHO-K1 Ca PAM,M1 ag
O=C(NCC(O)c1ccccc1)c1ccccc1 (stereo unspecified),8,-10,-1,0.8,-19,3,0.6,18,-2
O=C(CC(Cc1ccccc1)C(=O)O)Nc1ccccc1 (stereo unspecified),-4,-16,0,1.1,-13,2,0.5,8,-4
Cc1ccc(C(=O)OCC(=O)NCCc2ccccc2)cc1S(=O)(=O)N1CCOCC1,-19,1,-3,1.0,-11,1,-0.7,3,1
CCCCCCCCS(=O)C1CCS(=O)(=O)C1 (stereo unspecified),-4,-1,-6,0.0,-3,4,-0.1,3,-3
CC[C@@]12C(=O)N(c3cccc(F)c3)C(=O)N1[C@H](c1ccc(Cl)cc1)[C@@H]1C(=O)N(C3CCCCC3)C(=O)[C@@H]12,-47,9,-5,0.4,-11,2,-0.7,4,-3
CC(C)S(=O)(=O)c1csc(C(=O)NN)c1-n1cccc1,-12,-17,-10,4.5,-4,3,0.0,11,-4
O=S(=O)(c1cccc(S(=O)(=O)N2CCN(c3ncccn3)CC2)c1)N1CCOCC1,-2,12,-5,-0.1,-9,3,0.3,15,-1
O=C(COc1ccc(F)cc1)Nc1nc2c(s1)CCCC2,-15,5,-6,0.5,-3,0,0.8,-10,-4
COc1cccc(C(=O)CC(C(=O)O)c2ccc(Cl)cc2)c1 (stereo unspecified),-8,-19,-12,0.0,5,0,0.6,3,-3
Cc1cccc(CN2CCC(CNC(=O)Nc3ccc(F)c(Cl)c3)CC2)c1,10,4,-25,29*,19,40*,26*,-17,-1
COc1ccc(NC(=O)[C@@H](NC(=O)c2ccccc2)C(C)C)cc1S(=O)(=O)N1CCCCC1,-18,6,-8,0.2,-8,1,0.1,13,-9
Cc1cc(NC(CC(C)C)C(=O)O)nc(Cc2ccccc2)n1 (stereo unspecified),-4,2,1,0.0,-2,11,0.1,10,-4
N#CCCN(C(=O)c1ccco1)c1ccccc1,-7,2,-7,-0.3,-8,3,0.1,16,-3
O=C(Cn1cc(C(F)(F)F)ccc1=O)NCc1ccc(F)cc1,-7,2,-5,0.2,-5,0,0.5,3,-4
Cc1ccc(S(=O)(=O)/N=C(\Sc2ccccc2)c2ccccc2)cc1,-2,6,6,2.0,-15,10,1.2,30,-5
CCOC(=O)N1CCN(S(=O)(=O)c2cc([N+](=O)[O-])ccc2C)CC1,-14,2,-5,4.1,-19,-1,0.5,11,-7
Cc1cc(-n2c(C)cc(C(=O)CSc3nncn3C(C)C)c2C)no1,-27,3,-11,0.3,-4,1,0.1,2,-3
CC(C)N1CCNCC1,-17,3,-11,-0.4,4,2,0.4,-14,-5
COC(=O)[C@]12CCCCC=C1N(Cc1cccc3ccccc13)C(=O)[C@H](CC(=O)NCc1ccc(OC)c(OC)c1)C2,x,49*,x,6.4,-8,27,x,-8,x
Cc1ccc(OCCN(C)C(=O)C2CCC(=O)N(CCCN3CCCC3=O)C2)cc1 (stereo unspecified),0,-8,-1,0.5,-12,3,-1.0,-2,-3
CN1C=CC2=C(C#N)C(N)C(C#N)(C#N)[C@H](c3ccccc3)[C@H]2C1 (stereo partly specified),-5,-10,-6,0.6,2,7,3.5,4,-4
CCCNC(=O)C1(C)CCCN(C(=O)Cc2ccc(OC)cc2)C1 (stereo unspecified),x,3,x,0.5,-7,0,x,7,1
Cc1ccnc(NS(=O)(=O)c2ccc(NC(=O)C3CC=CCC3C(=O)O)cc2)n1 (stereo unspecified),-13,8,2,0.2,4,6,0.8,-3,-3
COc1ccc(C2/C(=C(/O)c3ccc(F)cc3)C(=O)C(=O)N2CCCN(C)C)cc1 (stereo unspecified),x,-12,x,2.7,-13,-1,x,13,-2
CCNC(=O)c1cc2c(c(-c3cccc(-c4ccccc4F)c3)n1)[C@@H](CCO)N(C(=O)CC1CC1)C2,x,6,x,1.5,-3,3,x,9,x

# Two compounds drawn at random from the list so far, as already listed:
SMILES,CHO parental Ca,TAAR1 antag,OXTR potentiator,M1 ag parental,CHO-K1 Ca antag,TAAR1 ag,V1aR counter,CHO-K1 Ca PAM,M1 ag
Cn1c(Cc2ccccc2)nnc1SCC(=O)c1cccs1,3,11,-4,0.4,-16,11,-0.9,22,-2
CCOC(=O)N1CCN(S(=O)(=O)c2cc([N+](=O)[O-])ccc2C)CC1,-14,2,-5,4.1,-19,-1,0.5,11,-7

# Structures listed so far shown as hits in TAAR1 ag.
SMILES,TAAR1 antag,TAAR1 ag
Cn1c(=O)oc2cc(S(=O)(=O)CCC(=O)NCCc3ccccc3)ccc21,16,70*
Cc1cccc(CN2CCC(CNC(=O)Nc3ccc(F)c(Cl)c3)CC2)c1,4,40*
